Bioassay records deposited in PubChem by several laboratories.
Redox H2O2 prof: compounds producing H2O2 with reducing agent – biochemical, NIH compound library profiling, artefact control for MLSCN library redox annotation, primary screen | DTT-dependent redox cycling H2O2, phenol red/HRP absorbance; 100% = 100 µM peroxide control, 0% = buffer | activation, % at 10 µM | 200,000 compounds, 0.03% hits;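 active means activation of at least 50% relative to the plate's high and low controls in the primary single-dose screen; inactive means activation below 50%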;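 further: compound incubated with DTT at 0.8 mM final as the reducing agent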
FLuc stim CS: affects firefly luciferase, flagging false hits in luciferase stimulation screens. P08659. ATPlite luciferase biochemical, luminescence, 10 min; 0 = ATP-free wells, 1 = DMSO control. activation factor at 10 µM. 200,000 tested, under 10 active;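 active means luciferase activation factor, scaled between plate controls, of at least 2 with compound at 10 µM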
Target sequence (P08659 whole entry, looked up): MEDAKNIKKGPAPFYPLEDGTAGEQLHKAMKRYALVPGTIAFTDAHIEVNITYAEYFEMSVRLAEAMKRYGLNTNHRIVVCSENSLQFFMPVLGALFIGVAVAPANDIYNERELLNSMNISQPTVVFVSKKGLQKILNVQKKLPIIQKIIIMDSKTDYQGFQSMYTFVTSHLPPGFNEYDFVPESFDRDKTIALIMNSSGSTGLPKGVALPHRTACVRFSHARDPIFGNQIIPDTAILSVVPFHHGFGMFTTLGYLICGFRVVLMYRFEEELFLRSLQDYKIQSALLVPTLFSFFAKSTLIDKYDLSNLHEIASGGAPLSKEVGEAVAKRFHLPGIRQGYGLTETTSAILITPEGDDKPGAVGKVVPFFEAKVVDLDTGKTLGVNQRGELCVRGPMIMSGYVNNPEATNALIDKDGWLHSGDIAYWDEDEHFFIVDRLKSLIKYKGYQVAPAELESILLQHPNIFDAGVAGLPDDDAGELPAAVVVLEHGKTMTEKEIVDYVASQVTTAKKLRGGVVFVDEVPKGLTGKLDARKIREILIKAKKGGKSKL
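Assay system: Luciferase/luciferin detection reagent, cell-free biochemical luciferase assay / Read-out: luciferase activation / Benchmarks: No-ATP low control, compound-free enzyme-plus-ATP high control / Medium: PBS buffer for ATP / Detection: luminescence measurement of luciferase light output / Schedule: 10 min at ambient temperature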
FLuc inh counter: counter-screen for luciferase assay inhibitors: firefly luciferase inhibition. 200,000 compounds, 1.5% hits. inhibition, % at 10 µM. ATPLite firefly luciferase biochemical luminescence, 10 min;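 active means inhibition above about 50% when tested at 10 µM, limit read from the data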
Hsp70 activator: transcriptional activators of Hsp70. AID 1203. 200,000 compounds, 0.04% hits. activation, % at 10 µM. HeLa Hsp70 promoter luciferase reporter, luminescence; scaled: vehicle 0, proteasome-inhibitor control 100%;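 active means activation above the mean across all tested compounds plus 3 SD, cutoff set per campaign, cut at about 5.5% in these data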;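 further: 100% = MG132 at 30 µM as the positive control and 0% = DMSO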
NF-kB neuron act: compounds increasing NF-kB expression in human neuronal cells | NF-kB reporter expression; stronger effect = higher value | 190,000 compounds, 1.6% hits | fold change at 12.5 µM | AID 1239; in the data active means fold change above about 3.3
APP 5'UTR act: activates APP 5'UTR luciferase reporter | SH-SY5Y APP 5'UTR luciferase reporter, luminescence; zero percent = DMSO vehicle wells | activation, % at 2 µM | 190,000 compounds, 1% hits | AID 1276;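 active means activation above a set limit, based on mean plus 3 SD of controls, cut at about 140% in these data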; further: values of inactives mirror those of a sister screen read the other way
G6PDH counter: counter-screen for G6PDH assay hits: L. mesenteroides G6PDH inhibition | 200,000 compounds, 0.12% hits | Purified L. mesenteroides G6PDH, diaphorase/resazurin coupled fluorescence, 45 min | AID 1020 | inhibition, % at 5 µM; in the data active means inhibition above about 50%
STAT1 act: increases IFN-gamma driven STAT1 reporter signal. NIH 3T3 STAT1-luciferase reporter, luminescence; 100% = IFN-gamma alone, no compound. activation (% of control), % at 5.5 µM. 200,000 compounds, 2.6% hits;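 active means activation above the screen-wide mean activation plus 3 SD, cut at about 130% in these data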;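 further: raw ratio to IFN-gamma control signal so 100% means no change and 0% no light; values of inactives mirror those of a sister screen read the other way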
APP transl inh: APP translation inhibition | 190,000 compounds, 0.82% hits | inhibition, % at 2 µM | SH-SY5Y APP 5'UTR-luciferase reporter, luminescence;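 active means inhibition above a set limit, derived from the sample mean plus 3 SD, cut at about 45% in these data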; further: values of inactives mirror those of a sister screen read the other way
HMGR II inh: E. faecalis class II HMG-CoA reductase inhibition | inhibition, % at 10 µM | AID 1066 | 190,000 compounds, 0.41% hits | purified E. faecalis HMGR, NADPH absorbance 340 nm kinetic;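 active means inhibition above a set limit, the median over all tested compounds plus 3 SD, cut at about 9.5% in these data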;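 further: enzyme runs in reverse so mevalonate oxidation gives rising NADPH absorbance; 0% = complete reaction with DMSO and 100% = background rate lacking mevalonate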
Numbers without * were called inactive; nt = no result given; & = joins results of further samples.

SMILES	Redox H2O2 prof	FLuc stim CS	FLuc inh counter	Hsp70 activator	NF-kB neuron act	APP 5'UTR act	G6PDH counter	STAT1 act	APP transl inh	HMGR II inh
O=C1CC(N2CCC(O)(c3ccc(Br)cc3)CC2)C(=O)N1c1ccc(Cl)cc1 (configuration not stated)	-0.1	1	0	0.0	0.92	-3	10	103	3	4
O=C(NCc1cccs1)c1noc2c1CCCCC2	-2.5	1	-1	0.0	1.4	3	1	117	-3	-4
CC1(C)C(=O)OC(c2c(F)c(F)c(F)c(F)c2F)C2(CCCCC2)C1=O (configuration not stated)	-0.1	1.1	-7	-0.5	0.91	-3	0	94	3	-3
CCOC(=O)C1CCN(Cc2cc(C(C)(C)C)c(O)c(C(C)(C)C)c2)CC1	-0.9	1	4	-0.1	1	18	14	104	-18	5
C[N+]1(CC2COC3(CCCCC3)O2)CCCC1 (configuration not stated)	-0.2	1	-2	-0.4	1.1	10	2	97	-10	-7
CC(C)(Oc1ccc(Cl)cc1)C(=O)NC1CCSC1=O (configuration not stated)	-0.3	1.1	-5	-0.4	0.9	12	-1	99	-12	-8
CCc1nnc(NC2=NCCC2)s1	0.3	1	-1	0.0	1.1	0	19	101	0	0
CCN1CCCC1CN=Cc1c(O)n(-c2ccccc2)c(=O)c2ccccc12 (configuration not stated)	-3.0	1.1	-8	-0.4	0.82	19	-3	95	-19	-5
CCOC(=O)c1ccccc1NC(=O)CSc1nnc(COc2ccccc2C)n1C	2.5	1	1	0.0	0.9	-10	-38	105	10	-1
COC(=O)c1cc(Sc2c(Cl)cccc2Cl)ccn1	-0.2	1.1	-6	0.1	1.2	8	16	93	-8	-1
COc1ccc(/C=C/C(=O)OCC(=O)Nc2c(C)cccc2C)cc1	-1.3	1	0	-0.1	1.2	10	-3	106	-10	-2
OCc1nc2ccccc2n1CCCOc1ccc(Br)cc1	-3.3	0.9	13	0.0	1.5	-8	-11	98	8	-5
CCNC(=O)NC(=O)C(C)OC(=O)CCCSc1nc2ccccc2s1 (configuration not stated)	-0.6	1.1	-7	-0.3	0.83	7	3	96	-7	0
COc1ccc2nc(Nc3nc(CSc4nnnn4-c4ccccc4)cc(=O)[nH]3)nc(C)c2c1	0.9	1	-1	-0.3	1.1	-18	-2	99	18	2
N#Cc1nc(-c2ccco2)oc1N1CCCC1	-0.6	1.1	-8	-0.2	1.2	-1	-4	102	1	1
CCOc1ccc(-c2cc(C(=O)NCC3CCCO3)c3ccccc3n2)cc1 (configuration not stated)	0.0	0.5	45	-0.3	0.99	-2	-9	95	2	-3
Cc1ccc(-n2ncc(C(=O)N3CCc4ccccc4C3)c2NC(=O)c2ccco2)cc1C	1.6	1	-3	-0.3	0.93	5	10	99	-5	-5
CN1C(=O)CSc2ccc(NC(=O)N3CCc4ccccc43)cc21	-0.3	1.1	-10	-0.1	1	-3	4	90	2	-1
CCOC(=O)c1oc2cc(OCC(N)=O)ccc2c(=O)c1-c1ccc(OC)c(OC)c1	1.8	1	-1	0.0	1.1	-8&-8	-5	110	8&8	2
O=C(NCc1cccnc1)c1ccc(COc2cccc3ccccc23)o1	2.2	1	0	0.4	0.8	-4	11	94	4	-7
Cc1nc(-c2ccc(C(=O)N3CCCC3)cc2)cs1	-0.5	0.7	33	0.6	1.4	35	9	107	-35	2
CCc1ccccc1NC(=O)CSc1nnc([C@H](CCSC)NC(=O)OC(C)(C)C)o1	0.7	1	-5	-0.3	0.93	-13	16	94	13	-1
Cc1cc(C)c(C)c(S(=O)(=O)N2CCN(C)CC2)c1C	0.6	0.8	23	-0.4	0.88	-7	14	103	7	-3
Cc1cc(N2CCCC2=O)cc(C)c1CN1C(=O)c2ccccc2C1=O	0.3	1.1	-6	0.1	1	-7	1	93	7	-1
CCCCOC(=O)NC1(C)CCS(=O)(=O)C1 (configuration not stated)	-0.4	1	-1	0.0	1.1	-8	7	100	8	-5

Brought forward from above: four entries, followed by the next part.
SMILES	Redox H2O2 prof	FLuc stim CS	FLuc inh counter	Hsp70 activator	NF-kB neuron act	APP 5'UTR act	G6PDH counter	STAT1 act	APP transl inh	HMGR II inh
CCc1ccccc1NC(=O)CSc1nnc([C@H](CCSC)NC(=O)OC(C)(C)C)o1	0.7	1	-5	-0.3	0.93	-13	16	94	13	-1
Cc1cc(C)c(C)c(S(=O)(=O)N2CCN(C)CC2)c1C	0.6	0.8	23	-0.4	0.88	-7	14	103	7	-3
Cc1cc(N2CCCC2=O)cc(C)c1CN1C(=O)c2ccccc2C1=O	0.3	1.1	-6	0.1	1	-7	1	93	7	-1
CCCCOC(=O)NC1(C)CCS(=O)(=O)C1 (configuration not stated)	-0.4	1	-1	0.0	1.1	-8	7	100	8	-5
CCCc1ccc(-c2ccc(F)c(N)c2)nc1	0.2	0.1	90*	-0.7	4.2*	140*	5	67	-140	5
CC(C)Nc1nnc(SCC(=O)NCc2ccc3c(c2)OCO3)s1	-0.3	1	0	-0.2	1.1	9	20	100	-9	0
Cc1cc(NC(=O)CN2CCCCC2)no1	0.2	1	-3	0.4	1.1	-8	1	104	8	0
COc1ccc(CNCCc2ccccc2)cc1OCC(N)=O	1.6	1.1	-6	0.0	1.1	-3	5	104	3	-3
CO/N=C(\Cn1ncc(N2CCCC2)c(Br)c1=O)c1ccc(Cl)cc1	0.3	1	0	-0.3	0.77	8	4	94	-8	-6
COc1ccc(OC(C)C(=O)Nc2cccc([N+](=O)[O-])c2)cc1 (configuration not stated)	-0.2	1	-1	-0.2	0.96	4	1	96	-4	-4
CCn1c(C)nc2cc(-c3nc4n(n3)Cc3ccccc3-4)ccc21	-2.5	0	98*	-0.4	0.19	-85	0	10	85*	-5
CC(=O)c1ccc(N=C2SCCCN2C(=O)C2CCCC2)cc1	-0.4	1.1	-7	-0.2	1.4	15	1	100	-15	-6
COc1ccc(-c2cn3cc(C)ccc3n2)cc1Br	-0.3	0.1	94*	-0.1	6.8*	164*	4	175*	-164	-7
Cc1ccccc1NC(=O)c1ccc(F)c(S(=O)(=O)N2CCN(c3ccccn3)CC2)c1	-0.1	1.1	-8	-0.4	0.82	14	1	90	-14	5
COc1cccc(NC(=O)CCN2C(=O)c3ccccc3S2(=O)=O)c1	0.2	1	-4	-0.3	1.4	-3	1	104	3	0
CCOc1ccc(OCCOCCOc2ccccc2Cl)cc1	0.0	1.1	-6	-0.4	1	-12	8	109	12	-2
COc1ccc2c(c1)c(CCN1C(=O)c3ccccc3C1=O)cn2C(=O)c1ccco1	-8.2	1	1	-0.2	1.2	-10	8	99	10	-9
CCN(CC)S(=O)(=O)c1ccc(-c2nnc(SCC(=O)N3CCOCC3)o2)cc1	-0.4	1	0	-0.1	1.1	8	4	113	-8	3
O=C(OCC#CCSc1nnc(-c2cccc3ccccc23)o1)c1cccs1	-3.7	1	-3	0.0	1.1	-11	2	96	11	-1
N#Cc1ccccc1Sc1ccccc1C(=O)OCC(=O)NC1CCCCC1	-0.1	1	-3	-0.5	1	12	-1	108	-12	-6
Cc1ccc(C(=O)NCCN2CCOCC2)cc1Cl	1.6	1	-3	-0.3	1.4	-6	7	107	6	-3
Cc1cccc(N2CCN(C(=O)CC(NC(=O)c3ccccc3)c3ccccc3)CC2C)c1 (configuration not stated)	0.4	1.1	-6	-0.2	0.79	1	6	96	-1	-8
CC1(C(=O)O)CCC(C(=O)Nc2ccc(S(N)(=O)=O)cc2)C1(C)C (configuration not stated)	4.0	1.1	-7	-0.3	0.97	-1	-2	104	1	-3
CCCCn1nnnc1SCC(=O)Nc1ccc(N(C)C)cc1	2.1	1	-1	0.5	1.1	23	9	95	-22	-6
CCCCNC(=S)NC(C)(C)CO	0.1	1.1	-5	-0.2	0.93	27	0	106	-27	-4
O=C(COc1ccccc1Cl)NCCc1ccc2c(c1)OCCO2	0.2	1	2	-0.3	1.7	-9	4	93	9	-8
CCOc1cccc2cc(C(=O)Nc3ccccc3-c3ccccc3)c(=O)oc12	0.8	1	-3	-0.3	1.1	1	-8	89	-1	-2
O=C(CCCSc1ccccc1)Nc1nc(-c2ccco2)c(-c2ccco2)s1	0.0	1	-3	-0.3	1.1	-18	-6	100	18	-1
O=C(NC(Cc1ccccc1)C(=O)O)c1ccc(S(=O)(=O)N2CCOCC2)cc1 (configuration not stated)	-0.2	1	-3	-0.3	1.1	16	2	94	-16	-4
The list continues.
SMILES	Redox H2O2 prof	FLuc stim CS	FLuc inh counter	Hsp70 activator	NF-kB neuron act	APP 5'UTR act	G6PDH counter	STAT1 act	APP transl inh	HMGR II inh
Cc1cccc(NC(=O)N[C@@H](C)C(=O)O)c1	0.2	1.1	-6	-0.3	1	2	1	103	-2	-1
COc1cc(CNCc2cccs2)ccc1OCc1cccs1	-4.2	1	-4	-0.1	1.2	-2	0	102	2	nt
NS(=O)(=O)c1ccc(NC(=O)CCCC(=O)O)cc1	-1.3	1	-3	-0.1	1.2	31	7	100	-31	-3
CC1=C(C(=O)OC(C)C)C(c2cccc(F)c2)N2C(=O)C(C)SC2=N1 (configuration not stated)	-9.4	1	-3	-0.4	1.1	14	28	94	-14	2
CC(C)(C)CC(=O)NC(=S)NCc1ccccc1	0.0	1.1	-6	-0.2	1	2	-2	99	-2	1
COc1cc2cnncc2cc1OC	0.9	1	-4	0.1	1.1	-2	3	101	2	-7
CCc1noc(C)c1C(=O)N1CCCC(C(=O)c2ccc(OC)c(F)c2)C1 (configuration not stated)	-1.4	1	2	-0.2	0.8	7	19	101	-7	-1
CCNCCC(=O)N1c2ccccc2Sc2ccc(NC(=O)OCC)cc21	2.0	1	0	-0.6	nt	2	4	96	-2	-3
COC(=O)c1cc([N+](=O)[O-])ccc1N1CCN(Cc2ccccc2)CC1	0.2	1.1	-6	-0.4	0.89	14	-3	98	-14	-4
O=C(CSc1nc2cc(Cl)ccc2s1)c1ccco1	-2.4	1.1	-8	-0.1	2.1	2	2	119	-2	1
CC(C)(C)c1nnc2sc(SC/C(O)=C(\C#N)c3nc4ccccc4[nH]3)nn2c1=O	2.5	1	0	-0.3	0.6	-6	15	100	6	-2
CNc1nc(N)c(C(=O)Nc2cc(C)on2)s1	0.0	0.6	38	0.0	2.3	21	-1	117	-21	1
CCN(CC)c1ccc(/C=N/n2nnnc2N)c(O)c1	0.7	1	4	0.2	1.6	13	10	94	-13	-5
O=C(Nc1cccc(Cl)c1)OCCN1CCN(Cc2ccccc2)CCC1=O	-0.4	1	0	-0.3	1.3	-3	14	98	3	1
COc1ccc2[nH]cc(C=O)c2c1	2.1	1	2	-0.4	1.1	3	0	94	-3	nt
Cc1c(Br)c([N+](=O)[O-])nn1CC(=O)NCCc1ccc(Cl)cc1	-0.6	1	-5	-0.2	nt	6	4	102	-6	-4
COC(=O)c1ccccc1NC(=O)CSc1nnc(-c2cccnc2)n1C	2.4	1.1	-5	0.1	1.4	9	4	103	-9	-1
CCN1CCN(CCn2c(=S)[nH]c3cc4c(cc3c2=O)OCO4)CC1	0.1	1.1	-6	-0.2	1.2	-20	-3	95	20	0
Cc1cc(/N=C/C=C2\N(C)c3ccccc3C2(C)C)n(CCC#N)n1	-0.9	1	0	-0.1	0.46	19	8	89	-18	-2

Compounds were not picked by outcome; any-hit rate near 5.3%.
